Bioassay records: PubChem, Broad Institute
Statin myotox sup: suppression of simvastatin myotoxicity; C2C12 myotubes + simvastatin, ATP luminescence, 48 h; scaled: DMSO 0, geranylgeraniol control 100; rescue of ATP level, % at 7.49 µM; actives 0.78% (n = 330,000);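 active = mean ATP rescue above about 67%, or every replicate alone reaching that limit, limit read from the data, passing the limit was not always enough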;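 also: myotubes were challenged with 10 µM simvastatin during compound exposure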
Cneo AK release: causes C. neoformans cell lysis. adenylate kinase release luminescence, 4 h; normalised: neutral wells 0, clomiphene wells 100. lysis activity, % at 15 µM. actives 0.2% (n = 360,000). AID 651654;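 active = mean lysis activity across replicates of at least 80%, whatever share of replicates individually reach that level; inactive = mean lysis activity below 80%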
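Test system: log-phase Cryptococcus neoformans yeast cells. Input: 5 × 10^6 yeast cells/mL. Medium: fresh YPD growth medium. Doses: single dose. Incubation: static 4 h at 37 °C with compound, 1 h detection. Measured by: luminescent adenylate kinase detection reagent. Read-out: signal increase indicating cell lysis. Benchmarks: Clomiphene.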
LGR2 inh: inhibitors of bursicon-induced Drosophila LGR2 receptor cAMP signaling. inhibition, % at 9.99 µM. actives 0.35% (n = 380,000). HEK293 LGR2, CRE-luciferase, bursicon-stimulated, 4 h;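 active = drop in luminescence signal, shown as inhibition above about 50% in the replicate tests, limit read from the data, passing the limit was not always enough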;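 also: agonist challenge used bursicon conditioned medium at about half maximal strength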
PGC1a acetyl inh: lowers PGC1a acetylation signal in U2OS cells; inhibition, % at 15.6 µM; actives 0.17% (n = 350,000); AlphaScreen anti-acetyl-lysine; with virally co-expressed GCN5 acetyltransferase;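 active = every replicate shows inhibition of at least 40%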;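 also: 0% = neutral control wells and 100% = positive control wells; some results beyond the cut were filed as inactive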
PAX8 reporter: PAX8 transcriptional activity inhibition; AID 652154; inhibition, % at 12.6 µM; actives 1.2% (n = 360,000); RMG-I TPO-luciferase reporter, SteadyGlo, 24 h;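 active = mean replicate inhibition at least 60% with every replicate also reaching 60%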;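 also: luciferase light reporting Pax8 driven TPO promoter activity; plate controls were median of neutral control wells for no effect and mitoxantrone controls for full effect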
GSIS activator: primary screen for activators of insulin secretion dependent on glucose, INS-1E cells, GLuc reporter luminescence; INS-1E GLuc reporter insulin secretion, 2-3 h; activation, % at 16.6 µM; actives 0.61% (n = 370,000); AID 743287;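 active = lowest replicate activation of at least 40%, so every replicate reaches that level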;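 also: 0% = median of neutral control wells and 100% = median of IBMX positive control wells; some compounds called inactive have numbers as strong as hits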
PglD inh: PglD (C. jejuni) enzyme inhibition; purified PglD enzyme, DTNB colorimetric CoA detection; inhibition, % at 12.5 µM; actives 0.098% (n = 360,000); in the data active = inhibition above about 16%, passing the limit was not always enough; also: strong numbers were not always called active
ARNT TACC3 PPI: disruptors of human ARNT/TACC3 interaction; Q9Y6A5; AlphaScreen His-ARNT PAS-B/GST-TACC3 binding, luminescence; TACC3 fragment carries E629A point mutation; inhibition, % at 9.99 µM; actives 0.66% (n = 390,000);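 active = mean inhibition of replicates at least 50% and at least half of replicates each reaching 50%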;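 also: 0% = complete ARNT plus TACC3 wells and 100% = ARNT alone without TACC3; many hits fall short of the cut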
An asterisk follows results filed as active; . = no result given.

SMILES	Statin myotox sup	Cneo AK release	LGR2 inh	PGC1a acetyl inh	PAX8 reporter	GSIS activator	PglD inh	ARNT TACC3 PPI
Cc1cccc(-c2ccc([C@@H]3[C@H](CO)N4CCCCN(C(=O)c5cccnc5)C[C@@H]34)cc2)c1	.	0	-16	2	13	-13	-3	-5
Cc1ccc(N2CC(C(=O)Nc3cccnc3)CC2=O)cc1 (stereo not drawn)	0	1	.	5	-3	.	2	1
C=CCn1c(C)cc(C(=O)CSc2nnc3c(Cl)cc(Cl)cn23)c1C	1	-1	-12	5	.	23	-1	-7
O=C1CN(c2ccccc2Cl)C(=O)CN1c1ccccc1Cl	2	-3	.	11	.	.	-6	-2
CCOc1ccc2[nH]c3nc(SCC(=O)NC4CC4)nnc3c2c1	-1	-1	-19	.	13	3	-2	-7
Cc1ccc(C(=O)N2c3ccc(F)cc3CCC2C)o1 (stereo not drawn)	-1	3	.	-3	3	.	1	-6
CC=Cc1ccc2n(c1=O)C[C@@H]1[C@@H](CO)[C@H](C(=O)NCC3CC3)N(C(=O)CC3CC3)[C@H]21 (mixture of isomers)	-3	-5	15	.	-1	3	-2	-5
CC(=O)N[C@@H]1CC[C@@H](CC(=O)NCC2CCCCC2)O[C@H]1CO	0	3	-19	1	3	1	2	-11
C[C@@H]1CCCCO[C@@H](CN(C)S(=O)(=O)c2cn(C)cn2)[C@H](C)CN([C@@H](C)CO)C(=O)c2cc(NC(=O)NC3CCCCC3)ccc2O1	.	-1	-5	-10	-8	8	-3	24
C[C@@H]1CN([C@@H](C)CO)C(=O)c2cccc(NC(=O)c3ccc(-c4nccs4)cc3)c2O[C@H]1CN(C)S(=O)(=O)c1ccc(Cl)cc1	-15	4	5	1	-20	-13	-2	-7
COc1ccc(C)cc1S(=O)(=O)Nc1ccc2c(c1)OCO2	.	.	.	-16	6	20	.	-5
Cc1nc2c(C#N)c[nH]n2c(=O)c1CCO	-8	10	4	5	4	-19	4	11
CCCCCCCC1CC(CSC(=N)N)OC1=O (stereo not drawn)	58	0	2	-1	.	1	-4	-5
Cc1noc(/C=C/N(C)C)c1S(=O)(=O)N1CCC(C(=O)NC(C)(C)C)CC1	16	0	-12	3	0	-15	-3	-3
Cc1ccc(S(=O)(=O)N(C)C)cc1NC(=O)C1CCCN(C(=O)c2ccc(Cl)cc2)C1 (stereo not drawn)	.	.	-5	.	9	-13	.	-1
COCC1CCN(C(=O)C2CCC(=O)N(CCc3ccc(Cl)cc3)C2)CC1 (stereo not drawn)	6	11	-4	-5	-5	10	6	-5
C[C@@H]1CN([C@@H](C)CO)C(=O)c2cc(NC(=O)Cc3cn(C)c4ccccc34)ccc2O[C@H]1CN(C)Cc1ccc(-c2ccccc2)cc1	16	.	-12	1	.	0	.	.
CCCCn1c(N)c(N(CC(C)C)C(=O)c2cc(-c3ccc(F)cc3)nc3ccccc23)c(=O)[nH]c1=O	-7	6	14	6	-5	-13	4	1
CCOc1ccccc1-n1c(SCC(=O)NC2CCCC2)nnc1-c1ccoc1C	18	-1	.	-15	.	.	-1	-3
CC(=O)Nc1ccc(S(=O)(=O)NC2CCS(=O)(=O)C2)cc1Cl (stereo not drawn)	.	.	-7	.	-4	8	.	2
O=C(Nc1ccccc1C(F)(F)F)N1CCCC1c1cccnc1 (stereo not drawn)	3	.	1	1	25	.	.	-3
CCCCOc1cc(C)nc(NCc2ccccc2)n1	-13	3	.	-10	.	.	-1	-2
COC(=O)C[C@H]1CC[C@@H]2[C@@H](COc3ccc(NC(=O)c4cccc(OC)c4)cc3C(=O)N2C)O1	6	-8	11	-12	3	-5	1	-9
CC(C)NC(=O)NCC[C@H]1CC[C@H](NC(=O)CCN2CCCCC2)[C@@H](CO)O1	-6	-1	9	3	.	1	-2	-2
COC1CCCN(C(=O)c2ccc(OC3CCN(CCc4ccccc4)CC3)cc2)C1 (stereo not drawn)	.	.	17	-6	11	5	.	-3

Going on with the list:
SMILES	Statin myotox sup	Cneo AK release	LGR2 inh	PGC1a acetyl inh	PAX8 reporter	GSIS activator	PglD inh	ARNT TACC3 PPI
C[C@H](CO)N1C[C@H](C)[C@H](CN(C)Cc2ccc3c(c2)OCCN3C)OCc2ccccc2-c2ccccc2C1=O	-6	-4	8	3	-50	-4	-5	.
CCCCn1c(-c2ccc(Cl)cc2)nc2c(=O)n(C)c(=O)[nH]c21	-14	-1	.	41	.	.	-2	-11
CN1OC[C@@H]2CN(S(=O)(=O)c3ccccc3)[C@H](c3cccc(Br)c3)C[C@@H]21	5	0	-17	-9	6	-8	-1	0
C#Cc1ccc([C@@H]2C=C(C(=O)N3CCOCC3)O[C@H](OCC)[C@H]2CCCO)cc1	5	-1	-11	13	-2	0	-1	-4
Cc1ccc([N+](=O)[O-])cc1-c1ccc(/C=C(\C#N)c2[nH]nc(N)c2C#N)o1	-219	-1	.	0	.	.	-1	-2
O=C(CCCc1ccccc1)Nc1ccc2c(c1)OCCO2	.	.	15	-4	-133	-20	.	-8
COc1ccc(/C=N/Nc2nc(C)nc(N)n2)cc1	-1	2	-25	4	-40	5	-3	6
COCC(=O)Nc1ccc2c(c1)C(=O)N(C)[C@@H]1CC[C@H](CC(=O)NCC3CCCCC3)O[C@@H]1CO2	20	-4	-4	-2	1	2	4	-7
CCCN1CCc2c(sc(NC(=O)c3ccc(S(=O)(=O)N4CCCC4)cc3)c2C(N)=O)C1	.	-1	-9	.	11	-5	1	.
COCCNC(=O)C1(C)CCCN(C(=O)c2ccccc2)C1 (stereo not drawn)	1	5	1	.	-1	13	3	.
O=C(NC(NC(=S)Nc1ccc(Cl)c(Cl)c1)C(Cl)(Cl)Cl)c1ccco1 (stereo not drawn)	.	-6	.	-7	.	.	2	3
CCN(CC)CCCN1C=C2C(=O)C(C)(OC(=O)CCC(=O)OC)C(=O)C(Br)=C2C=C1c1ccc(OC)cc1 (stereo not drawn)	-14	0	2	-4	6	-9	1	3
CN(CC(=O)Nc1ccccc1Cl)C(=O)COC(=O)/C=C/c1cccs1	0	-2	-4	4	12	-13	1	0
CCOC(=O)c1ccc(NC(=O)CSc2ccc(-c3cccnc3)nn2)cc1	-1	0	8	-11	9	11	11	-4
O=C(c1ccc(-n2cncn2)c2ccoc12)N1CCOCC1	18	0	-11	12	0	-2	5	.
CCCS(=O)(=O)N1CCN(C(=O)c2cccc(OC)c2)CC1	6	0	.	-7	17	.	-2	-4
CC(C#N)(CCc1ccccn1)CCc1ccccn1	0	0	5	-5	.	16	-2	-9
CCOc1ccc(CC2CCC(=O)NC2=O)cc1 (stereo not drawn)	-10	-7	-6	12	7	-2	1	4
CCCC[C@@H]1C=C(C(=O)O)[C@H](c2ccc3c(c2)OCO3)N1S(=O)(=O)c1ccc(C)cc1	17	-2	-5	9	-2	-3	1	-23
O=C(Nc1cccn(Cc2c(Cl)cccc2Cl)c1=O)c1ccc(Cl)cc1	-3	0	.	.	-34	.	-3	-8
CC1CCN(c2nc3ccccc3nc2C(C#N)C(=O)OC2CCCCC2)CC1 (stereo not drawn)	0	-4	.	0	.	.	2	-11
CN(C)S(=O)(=O)Nc1ccc(C(=O)O)cc1	-2	9	.	3	.	.	-2	-10
COC(=O)[C@@H](Cc1c[nH]c2ccccc12)NC(=O)c1ccc2c(c1)OCO2	10	-23	-20	-4	-85	0	6	-1
Cc1nc2ccccc2c(C)c1CC(=O)OC(C)C(=O)NC1(C#N)CCCCC1 (stereo not drawn)	.	.	9	4	10	7	.	-1
CCCCCCNC(=O)O[C@H]1CN(C(=O)OC(C)C)N(C(=O)OC(C)C)[C@@H]2CN(S(=O)(=O)c3ccc(C)cc3)C[C@]12O	1	5	-11	-11	43	-31	-1	.

A run of entries of the results above, for reference:
SMILES	Statin myotox sup	Cneo AK release	LGR2 inh	PGC1a acetyl inh	PAX8 reporter	GSIS activator	PglD inh	ARNT TACC3 PPI
C[C@H](CO)N1C[C@H](C)[C@H](CN(C)Cc2ccc3c(c2)OCCN3C)OCc2ccccc2-c2ccccc2C1=O	-6	-4	8	3	-50	-4	-5	.
CCCCn1c(-c2ccc(Cl)cc2)nc2c(=O)n(C)c(=O)[nH]c21	-14	-1	.	41	.	.	-2	-11
CN1OC[C@@H]2CN(S(=O)(=O)c3ccccc3)[C@H](c3cccc(Br)c3)C[C@@H]21	5	0	-17	-9	6	-8	-1	0
C#Cc1ccc([C@@H]2C=C(C(=O)N3CCOCC3)O[C@H](OCC)[C@H]2CCCO)cc1	5	-1	-11	13	-2	0	-1	-4
Cc1ccc([N+](=O)[O-])cc1-c1ccc(/C=C(\C#N)c2[nH]nc(N)c2C#N)o1	-219	-1	.	0	.	.	-1	-2
O=C(CCCc1ccccc1)Nc1ccc2c(c1)OCCO2	.	.	15	-4	-133	-20	.	-8
COc1ccc(/C=N/Nc2nc(C)nc(N)n2)cc1	-1	2	-25	4	-40	5	-3	6
COCC(=O)Nc1ccc2c(c1)C(=O)N(C)[C@@H]1CC[C@H](CC(=O)NCC3CCCCC3)O[C@@H]1CO2	20	-4	-4	-2	1	2	4	-7
CCCN1CCc2c(sc(NC(=O)c3ccc(S(=O)(=O)N4CCCC4)cc3)c2C(N)=O)C1	.	-1	-9	.	11	-5	1	.
COCCNC(=O)C1(C)CCCN(C(=O)c2ccccc2)C1 (stereo not drawn)	1	5	1	.	-1	13	3	.
O=C(NC(NC(=S)Nc1ccc(Cl)c(Cl)c1)C(Cl)(Cl)Cl)c1ccco1 (stereo not drawn)	.	-6	.	-7	.	.	2	3
CCN(CC)CCCN1C=C2C(=O)C(C)(OC(=O)CCC(=O)OC)C(=O)C(Br)=C2C=C1c1ccc(OC)cc1 (stereo not drawn)	-14	0	2	-4	6	-9	1	3

Compound profiles, from the list above.
Results for O=C(c1ccc(-n2cncn2)c2ccoc12)N1CCOCC1 : Statin myotox sup: 18; Cneo AK release: 0; LGR2 inh: -11; PGC1a acetyl inh: 12; PAX8 reporter: 0; GSIS activator: -2; PglD inh: 5; ARNT TACC3 PPI: .
Results for CC1CCN(c2nc3ccccc3nc2C(C#N)C(=O)OC2CCCCC2)CC1 (stereo not drawn) : Statin myotox sup: 0; Cneo AK release: -4; LGR2 inh: .; PGC1a acetyl inh: 0; PAX8 reporter: .; GSIS activator: .; PglD inh: 2; ARNT TACC3 PPI: -11

(further entries)
SMILES	Statin myotox sup	Cneo AK release	LGR2 inh	PGC1a acetyl inh	PAX8 reporter	GSIS activator	PglD inh	ARNT TACC3 PPI
COc1ccc(NC(=O)CN(c2ccc(OC)cc2)S(=O)(=O)c2c(C)nn(C)c2C)cc1	8	1	6	-7	-3	-4	4	.
Nc1nc2ccccc2n1S(=O)(=O)c1ccc([N+](=O)[O-])cc1	16	2	19	15	-16	14	0	.
COC(=O)c1c(NC(=O)c2ccn(C)n2)sc2c1CCC2	-16	-1	-22	.	-14	6	3	.
CCCCNC(=O)NCC(=O)Nc1ccc(F)c(F)c1	4	2	.	.	12	.	5	-1
C[C@@H]1CCCCO[C@@H](CN(C)C(=O)c2ccccc2)[C@H](C)CN([C@@H](C)CO)C(=O)c2cc(NC(=O)c3ccncc3)ccc2O1	54	.	7	2	-6	6	.	.
S=C(NC1CCCCC1)N1CCn2cccc2C1c1ccncc1 (stereo not drawn)	.	.	2	.	1	0	.	6
COc1ccc(-c2cc(C)no2)cc1S(=O)(=O)N1CCCCC1	-16	0	3	7	-5	38	-3	25
O=C(c1cccs1)N1CCCC(c2nc3c(nnn3Cc3ccccc3)c(=O)[nH]2)C1 (stereo not drawn)	17	0	-10	11	13	34	-1	-3
C[C@H](O)[C@@H]1C(=O)N2CCc3ccc(-c4ccccc4)cc3[C@@H]2C[C@@H]1N(C)C(=O)Nc1cc(Cl)cc(Cl)c1	2	1	12	8	20	-9	0	-2
CC(=O)NCCn1c(C)cc2ccccc21	-3	3	0	.	34	.	-1	-16
